High-throughput results from PubChem BioAssay.
OX1R antag = antagonists of human orexin 1 receptor (OX1R) | OX1R-expressing cells, FRET antagonist read-out | Orexin/Hypocretin receptor type 1 (Homo sapiens), O43613 | AID 485270, 2010 | inhibition, % at 6.6 µM | 330,000 tested, 1.8% active; in the data active means inhibition mostly above about 38%, no sharp cut-off; inactive means mostly below about 40%;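 further: 0% = agonist challenge alone and 100% = reference antagonist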
Target sequence (O43613 whole entry, looked up): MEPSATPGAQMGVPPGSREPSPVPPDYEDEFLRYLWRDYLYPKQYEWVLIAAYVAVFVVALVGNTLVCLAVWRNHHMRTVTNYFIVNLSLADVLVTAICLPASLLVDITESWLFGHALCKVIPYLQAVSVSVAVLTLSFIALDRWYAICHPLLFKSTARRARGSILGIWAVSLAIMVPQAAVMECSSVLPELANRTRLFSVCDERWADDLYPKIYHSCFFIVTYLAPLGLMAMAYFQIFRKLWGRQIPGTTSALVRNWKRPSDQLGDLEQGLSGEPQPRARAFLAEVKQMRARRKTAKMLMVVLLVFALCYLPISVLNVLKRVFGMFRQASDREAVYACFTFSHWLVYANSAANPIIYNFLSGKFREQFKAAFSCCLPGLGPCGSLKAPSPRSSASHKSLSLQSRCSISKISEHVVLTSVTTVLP
STK33 inh = inhibitors of purified STK33 kinase, primary screen, biochemical, ADP-Glo luminescence, homogeneous, cell-free | Serine/threonine-protein kinase 33 (Homo sapiens), Q9BYT3 | MBP phosphorylation | inhibition, % at 10 µM | 320,000 tested, 0.073% active | AID 2661, 2010;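 active means inhibition at or above 25%, using the most active replicate where run in duplicate; inactive means inhibition below 25%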
Target sequence (Q9BYT3 whole entry, looked up): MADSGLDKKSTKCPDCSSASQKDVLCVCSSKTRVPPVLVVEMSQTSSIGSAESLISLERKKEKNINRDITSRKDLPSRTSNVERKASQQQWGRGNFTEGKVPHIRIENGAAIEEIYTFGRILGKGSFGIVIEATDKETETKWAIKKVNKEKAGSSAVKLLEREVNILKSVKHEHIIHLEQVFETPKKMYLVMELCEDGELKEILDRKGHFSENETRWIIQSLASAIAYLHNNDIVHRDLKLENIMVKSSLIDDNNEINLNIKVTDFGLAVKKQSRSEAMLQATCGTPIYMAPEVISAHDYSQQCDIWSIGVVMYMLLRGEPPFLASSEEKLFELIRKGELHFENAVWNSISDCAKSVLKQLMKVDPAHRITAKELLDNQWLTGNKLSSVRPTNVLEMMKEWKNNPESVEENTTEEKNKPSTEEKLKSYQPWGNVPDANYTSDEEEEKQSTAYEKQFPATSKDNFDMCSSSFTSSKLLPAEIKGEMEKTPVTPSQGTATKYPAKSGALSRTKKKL
An asterisk follows results filed as active; nt = no result given. Hits appear at their usual frequency (roughly 1.8% active in at least one column).

molecule | OX1R antag | STK33 inh
COc1cc(C(C(=O)NC(C)(C)C)N(Cc2ccccc2)C(=O)c2cnccn2)cc(OC)c1OC (configuration not stated) | 26.4 | -0.1
COc1cc2c(cc1CNC[C@H]1O[C@@H](n3cnc4c(N)ncnc43)[C@H](O)[C@@H]1O)OCO2 | 8.5 | 0.6
COc1cc(C(=O)NCc2ccccn2)ccc1OCc1c(C)noc1C | 14.5 | -1.9
Cc1ccccc1NC(=O)CN1C(=O)N/C(=C\c2ccc(N3CCOCC3)c(F)c2)C1=O | 15.5 | -3.3
CSCCC(N=C1NS(=O)(=O)c2ccccc21)C(=O)NCCc1ccccc1 (configuration not stated) | 12.5 | 0.7
COCCn1c(SCC#N)nnc1-c1ccccc1O | 5.7 | 0.0
NNC(=O)CSc1c(-c2ccccc2)c2cc(Cl)ccc2[nH]c1=O | nt | -0.2
Cc1ccc(S(=O)(=O)N2CCCCC2)cc1NC(=O)Cn1ccc(C(F)(F)F)n1 | 3.5 | 1.5
NC(=NCCc1c[nH]c2ccccc12)NC(=O)c1ccc(Cl)cc1 | 13.7 | 2.4
CCN(CC)C(=O)c1nc[nH]c1C(=O)N(C)Cc1ccccc1 | -0.9 | -0.6
CN(C(=O)COC(=O)C1c2ccccc2Oc2ccccc21)C1CCS(=O)(=O)C1 (configuration not stated) | 17.5 | -1.0
Cc1nnc(N/N=C/c2cc(C)n(-c3ccc(F)cc3)c2C)n1N | 91.6* | -0.6
O=C(CC1S/C(=N/N=C/c2c[nH]c3ccccc23)NC1=O)Nc1ccccc1 (configuration not stated) | 14.0 | -0.7
CC1(C)CC(=O)C2=C(C1)N(Cc1ccco1)C(=O)C2(O)C(F)(F)F (configuration not stated) | 8.1 | -0.1
Cc1csc(SCC(=O)Nc2cc(S(=O)(=O)N3CCOCC3)ccc2N2CCOCC2)n1 | 4.6 | -0.7
COc1ccc(NC(=O)CSc2nnc(NC(=O)c3ccco3)s2)cc1 | 11.2 | 0.3
CCOc1cc2c(cc1OCC)C(c1ccc(F)cc1)NCC2 (configuration not stated) | 7.5 | 0.9
O=C1Nc2ncccc2OC1CCO (configuration not stated) | 8.5 | 0.0
CCOc1ccccc1NC(=O)CSc1nc2ccccc2nc1N1CCCC1 | 8.6 | -0.9
Cc1ccc(C(=O)NC2CCN(S(=O)(=O)c3ccccc3)CC2)cc1 | 9.4 | -0.4
Cc1ccc(Cl)cc1N1CCN(C(=O)C2CCC(=O)N2C(C)C)CC1 (configuration not stated) | 10.5 | -1.9
S=C(Nc1ccccc1Cl)N(Cc1ccccc1)Cc1cccnc1 | 10.8 | -0.6
O=C(COc1cc2oc(=O)c3c(c2cc1Cl)CCC3)NCC1CCC(C(=O)O)CC1 (configuration not stated) | 0.8 | 0.5
Cc1ccc(CSc2nnc(SCC(=O)N/N=C/C=C/c3ccccc3[N+](=O)[O-])s2)cc1 | 14.8 | -0.1
CSc1nccn1CC(=O)Nc1ccc(F)cc1 | 6.7 | 2.3
Cc1noc(C)c1CSc1nnc2cc(C)c3ccccc3n12 | 12.8 | 0.9
Cc1ccc2nc3c(cc(C(=O)NCCc4ccccc4)c(=N)n3CCCN3CCOCC3)c(=O)n2c1 | 114.9* | -0.6
Cc1cccc(-n2c(O)c(C=Nc3c(C)n(C)n(-c4ccccc4)c3=O)c3ccccc3c2=O)n1 | 10.4 | -1.3
O=C(O)c1cnn(-c2ccccc2)c1C(F)(F)F | 6.9 | 1.3
CC(=O)c1ccc(NC(=S)NC(=O)CC(C)C)cc1 | 15.1 | -1.4
O=c1c2c3c(sc2nc2n1CCC2)CCCCC3 | 30.9 | 0.4
NC(=O)C1(N2CCCCC2)CCN(C(=O)Nc2ccccc2C(F)(F)F)CC1 | 8.6 | -0.9
O=C(CSc1nc(=O)n2ccccc2n1)N1CCN(c2ccccc2)CC1 | 11.3 | 0.3
Cc1ccc(S(=O)(=O)N2CCN(C(=O)COC(=O)Cc3cccc(C(F)(F)F)c3)CC2)c(C)c1 | 6.7 | -0.7
O=C(COc1cccc(F)c1)NNC(=O)c1cccc(-n2cccc2)c1 | 10.9 | 0.2
O=C(Nc1ccc(Br)cc1Cl)N1CCOCC1 | 3.3 | 0.3
CCN(C(=O)c1cnc(OC)cc1C(F)(F)F)c1ccc(Cl)cc1 | 5.9 | -1.0
O=C(O)CCCNC(=O)/C(=C\c1ccccc1F)NC(=O)c1ccccc1 | 3.2 | 0.7
Cc1c(C(=O)/C=C/N(C)C)nnn1-c1ccc(Cl)cc1Cl | 7.8 | -1.6
Cc1c(C)c2ccc(OCC(=O)N3CCN(c4cccc(Cl)c4)CC3)cc2oc1=O | 20.9 | 0.4
COc1cccc(C(=O)N/N=C/c2ccc(OC3CSC3)cc2)c1 | 2.7 | -0.6
COc1ccccc1NC(=O)C1C2CCCCC21 (configuration not stated) | 19.8 | -1.4
C=CCn1c(=S)[nH]c2cc(C(=O)Nc3ccc(F)cc3)ccc2c1=O | 11.7 | 0.1
O=C(c1ccc2c(=O)n(CCc3ccccc3)c(=O)[nH]c2c1)N1CCN(c2ccccc2)CC1 | 20.7 | -0.6
Clc1ccc(-n2ncc3c(NCc4cccs4)ncnc32)cc1 | 15.8 | -2.2
Nc1ccc(Sc2ccccc2)nc1 | 20.7 | -1.7
CC1CCN(C(=S)NC2CCCCC2)CC1 | 7.9 | -0.9
CCOC(=O)Cn1c(=NC(=O)C2CC2)sc2c(C)cc(C)cc21 | 27.5 | -0.7
CCOC(=O)c1c(C)oc2ccc(OS(C)(=O)=O)cc12 | 28.3 | 1.3
Cc1cccc(NC(=O)CSc2n[nH]c(-c3cccnc3)n2)c1 | 25.4 | 1.1

Continuation.
molecule | OX1R antag | STK33 inh
O=C(Nc1ccc(-n2nncc2-c2ccco2)cc1)c1cccc(F)c1 | 10.6 | -2.0
CN(c1ccc(F)cc1)S(=O)(=O)c1ccc(Cl)c(C(=O)Nc2ccc3c(c2)CCC3)c1 | 11.2 | -0.5
CCCOc1ccc(C(=O)CCNc2cccc(Cl)c2)cc1 | 16.7 | -1.8
CCc1ccc(OCCNC(=O)c2ccccc2SCc2ccc(F)cc2)cc1 | 8.3 | -0.4
COc1cc2nc(CC(C)C)n(NC(=O)c3ccccc3)c(=O)c2cc1OC | 4.6 | 0.1
COc1cc(OC)c(/C=N/NC(=O)c2ccc([N+](=O)[O-])cc2)cc1Br | 8.4 | 0.4
CCN(CC)CCCn1c(=S)[nH]c2cc(OC)c(OC)cc2c1=O | 22.8 | -1.3
Cc1cc(CN(C)C(=O)c2cc(COc3ccc(C)c(C)c3)on2)n[nH]1 | 6.0 | 0.1
COC(=O)C1CCN(C(=O)c2cc(-c3ccco3)nc3ccccc23)CC1 | 5.8 | -0.5
O=C(c1ccncc1)c1ccc([N+](=O)[O-])cc1 | 163.1* | 0.0
COc1ccc(NC(=O)CC2C(=O)N(c3ccccc3)C(=O)N2Cc2ccco2)cc1 (configuration not stated) | 8.5 | 0.1
O=C(NCC(c1ccco1)N1CCc2ccccc21)c1ccccc1 (configuration not stated) | 27.3 | -0.2
CCOc1cc(/C=C/c2nc3cc(C)c(C)cc3s2)ccc1OCC(=O)N1CCOCC1 | 6.1 | -0.5
CC(C)(C)OC(=O)C[C@@H]1C/C=C\C[C@@H](CC(=O)NCCO)C(=O)N[C@H](C(C)(C)C)COC1=O | 7.1 | -0.5
O=C(CN1CCN(S(=O)(=O)c2ccccc2F)CC1)Nc1ccnn1C1CCCC1 | 1.5 | -0.3
O=C(CSc1nnnn1C1CC1)N1CCN(Cc2ccccc2F)CC1 | 6.3 | -1.1
O=C(NCC(=O)N1CCC(N2CCCCC2)CC1)C1CCCCC1 | 10.9 | -1.1
Cc1c(NS(=O)(=O)c2cc(C(=O)N3CCCC(C)C3)ccc2Cl)c(=O)n(-c2ccccc2)n1C (configuration not stated) | 5.9 | 0.2
CSc1nc(C(=O)N2CCc3c([nH]c4ccccc34)C2c2ccccn2)cs1 (configuration not stated) | 9.5 | -0.9
Cc1ccc(-n2c(-c3ccncc3)nnc2-c2ccco2)cc1 | 5.2 | 1.5

Four entries from above, with each value named:
mol: C=CCn1c(=S)[nH]c2cc(C(=O)Nc3ccc(F)cc3)ccc2c1=O
  OX1R antag = 11.7; STK33 inh = 0.1
mol: O=C(c1ccc2c(=O)n(CCc3ccccc3)c(=O)[nH]c2c1)N1CCN(c2ccccc2)CC1
  OX1R antag = 20.7; STK33 inh = -0.6
mol: Clc1ccc(-n2ncc3c(NCc4cccs4)ncnc32)cc1
  OX1R antag = 15.8; STK33 inh = -2.2
mol: Nc1ccc(Sc2ccccc2)nc1
  OX1R antag = 20.7; STK33 inh = -1.7

(cont.)
molecule | OX1R antag | STK33 inh
Cc1c(C(=O)O)oc2ccc(S(=O)(=O)NCc3ccc4c(c3)OCO4)cc12 | 4.9 | -1.3
CCCNc1cc(=O)n(C)c(=O)n1C | -3.2 | -2.0
COc1ccc(-c2nnc(-c3ccc(N)cc3)o2)cc1 | 9.7 | 2.4
CCC(NC(=O)C1(C)CC1(Br)Br)c1ccc(C)cc1 (configuration not stated) | 14.2 | -0.3
CCCCS(=O)(=O)Nc1ccc(Cc2ccncc2)cc1 | 17.1 | 0.1
CC(NC(=O)COC(=O)c1cccc(S(=O)(=O)N2CCCC2)c1)c1ccccc1 (configuration not stated) | 7.7 | -0.6
COc1cc(/C=N/NC(=O)c2ccc3c(c2)OCCO3)cc(Br)c1O | 23.3 | nt
COc1ccccc1NCC(=O)NNCC(=O)Nc1ccc(F)c(Cl)c1 | 15.8 | 0.0
COc1ccc(OC)c(/C=N/NC(=O)CSc2nnc(C)n2-c2ccccc2)c1 | 32.2 | nt
Cc1cc(OCC(=O)NCCCn2ccnc2)c2c(C)cc(=O)oc2c1 | -2.2 | -1.6
CC1=Nn2c(nnc2-c2ccccc2)SC1 | 20.0 | -0.8
COc1ccc(OC)c(NC(=O)N2CCCC(CNS(=O)(=O)c3cccs3)C2)c1 (configuration not stated) | 27.4 | -1.7
CCCn1nc(C(=O)NNC(=O)Cc2ccc(S(=O)(=O)N3CCOCC3)s2)c2ccccc2c1=O | 25.1 | -1.2
COc1ccccc1C(=O)N1C(CC(=O)Nc2ccccc2C)C(=O)NC2CCCCC21 (configuration not stated) | 18.7 | -1.9
COC(=O)c1sccc1NC(=O)Nc1ccccc1Cl | nt | 2.9
Cc1nn(C)cc1S(=O)(=O)Nc1ccc(F)c(F)c1 | 22.6 | 0.0
CCN(CC)C1CCS(=O)(=O)C1 (configuration not stated) | 17.9 | nt
Cc1ccsc1C1NC(=O)c2c(sc3c2CCCC3)N1 (configuration not stated) | 30.2 | -4.8
CCOC(=O)c1cccc(NC(=O)CSc2nc3ccccc3c(=O)n2CC)c1 | 4.1 | 3.2
Cc1cccc(NC(=O)c2cccnc2Cl)n1 | 14.2 | 0.3
CC(C)C(C(=O)NCc1ccco1)N(C(=O)CNS(=O)(=O)c1ccc(Cl)cc1)C1CCCC1 (configuration not stated) | 39.5 | -0.6
O=C(Nc1ccccc1Oc1cccnc1)C1CCCN(Cc2ccccc2O)C1 (configuration not stated) | 15.3 | 0.9
Cn1nnnc1SCC(=O)Nc1c(Cl)cccc1Cl | 7.8 | -0.4
CC(=O)C1=C(C)NC(=O)NC1c1cc(Br)ccc1OCC(N)=O (configuration not stated) | 20.6 | -3.2
Cc1nc(NC(=O)CN2CC(C)OC(C)C2)sc1C(=O)N(C)C (configuration not stated) | 7.2 | 0.6
CC(C)[C@H](NC(=O)[C@@H]1Cc2ccccc2CN1C(=O)OC(C)(C)C)C(=O)NC1CCCC1 | 13.0 | 4.7
O=C1CC(c2ccccc2)=NN1c1ccc([N+](=O)[O-])cc1 | 31.3 | -1.1
CC(C)(C)/C=N/NC(=O)C1CC1 | 11.7 | 1.2
COc1ccccc1CN1CC(C(=O)NC2(c3ccccc3)CC2)CCC1=O (configuration not stated) | 4.6 | 0.7
O=C(NN=C1CCCC1)c1cc(Br)ccc1O | 23.7 | -1.6
COCCCNCC(=O)Nc1ccc(OC(F)(F)F)cc1 | 24.4 | -0.6
O=C(Nc1ccccn1)c1cc2cc([N+](=O)[O-])ccc2s1 | 19.7 | -0.7
COCCSc1ccccc1C(=O)Nc1ccccc1C#N | 22.0 | 0.2
O=C(NCc1ccco1)C(c1ccncc1)N(C(=O)Cn1nnc2ccccc21)c1ccccc1 (configuration not stated) | 21.9 | -1.2
CCN(CC)S(=O)(=O)c1ccc(N2CCCC2)c(NC(=O)Cc2cc(OC)c(OC)c(OC)c2)c1 | 22.0 | -2.1
COc1ccc(C(C(=O)OCCN(C)C)c2ccccc2)cc1 (configuration not stated) | 18.0 | 1.2
O=C(NCCc1ccc(Cl)cc1)c1ccc2[nH]c(=O)c(=O)[nH]c2c1 | 9.2 | 1.1
Cn1cc(C(=O)N2CCN(c3ccccn3)CC2)c(=O)c2cc(S(=O)(=O)N3CCOCC3)ccc21 | 7.4 | -1.3
CCN(CC(=O)Nc1c(F)cccc1F)C(=O)c1cnccn1 | 12.4 | -0.2
CCCOc1ccc(/C=N/NC(=O)c2ccc3c(c2)OCO3)c(OCCC)c1 | 11.8 | 0.1
O=C(CN1C(=O)c2ccccc2C1=O)Nc1ccc(Cl)cn1 | 3.9 | -0.6
CN1CCCN(C(=O)c2ccc(Br)cc2)CC1 | 6.2 | -0.4
Cc1onc(-c2ccccc2)c1C(=O)N=C(N)c1ccc(Cl)cc1 | 14.2 | -0.6
CCc1ccc(OCCCC(=O)Nc2ccc(S(=O)(=O)Nc3cc(C)nc(C)n3)cc2)cc1 | 13.9 | -0.1
COc1cccc(Oc2ccc(N)cc2)c1 | 12.7 | 0.9
CCOC(=O)C1CCN(C(=O)CN(Cc2ccccc2)S(C)(=O)=O)CC1 | 10.9 | -1.4
COCCn1c(-c2ccc(OC)cc2)cnc1SCC(=O)Nc1cc(C)on1 | 35.0 | 1.8
CC(C)Cc1cc(C(=O)N(C)C2CCCN(Cc3ccccc3F)C2)n(C)n1 (configuration not stated) | 20.5 | -0.8
COCCn1c(SC(C)C(=O)Nc2ccc(N3CCOCC3)cc2)nnc1-c1ccncc1 (configuration not stated) | 19.8 | -3.6
